# High-throughput results from PubChem.
# aSyn yeast rescue = inhibitors of alpha-synuclein toxicity in yeast. S. cerevisiae alpha-synuclein toxicity rescue, BacTiter-Glo growth, 24 h. Potency, µM (highest dose often 46.1 µM), without a hit: top-dose growth rescue (activation), most hits filed as activators. 94,000 tested, 0.02% active; active = well fitted activation curve with a large enough effect; inconclusive = small, poorly fitted or top-dose-only effect; also: 0% is about no effect
#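 Growth restoration measured by BacTiter-Glo luminescence after 24 hr at 30 deg C; alpha-synuclein yeast, raffinose-pregrown to mid-log, were added at OD600=0.02 in galactose medium onto pinned compounds.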
# Numbers without * were called inactive; ? = inconclusive; & = joins results of further samples; [ ] = dose if it differs, or a comment. Potency is read from the fitted curve at half-maximal effect. The list is partial. The share of hits here may be higher or lower than overall.
smiles | aSyn yeast rescue
Cc1ccc2oc(=O)c3cnn(CC(=O)NC4CCN(Cc5ccccc5)CC4)c3c2c1 | 0.2%
COc1ccc(OC)c(C(C(=O)NC2CCCCC2)N(Cc2ccco2)C(=O)c2ccccn2)c1 (configuration not stated) | 7.1%
Cc1cccc(CSc2nc3c([nH]c4ccccc43)c(=O)n2C)c1 | -16.5%
Cc1ccc2c(c1)nc1c3ccccc3nc(-c3ccccc3N)n21 | -5.4%
CCN(CC)CCCn1c2c(c(SCC(=O)Nc3ccc(OC(F)(F)F)cc3)nc1=O)CCC2 | -9.6%
CCCCNS(=O)(=O)c1ccc(NC(=O)c2c(-c3ccccc3)noc2C)cc1 | 0.9%
CCN(Cc1ccccc1)C(=O)c1cc2c(=O)[nH]c3ccc(C)cc3c2s1 | 5.1%
COc1cc(-c2nc(Cn3nnc(C(=O)Nc4cc(C)cc(C)c4)c3C)c(C)o2)cc(OC)c1OC | -2.3%
Cc1cc(C)nc(NC(=O)CCN2C(=O)c3ccccc3S2(=O)=O)n1 | -7.2%
Cc1cccc(NC(=O)c2cc(S(=O)(=O)N3CCCCC3)c[nH]2)c1C | -6.8%
Cc1ccc(NC(=O)CN(CCc2ccccc2)S(=O)(=O)c2ccccc2)c(C)c1 | 12.5%
CCCCn1c(NCc2cc(Cl)ccc2O)nc2ccccc21 | -3.2%
Cc1ccc(OCC(=O)Nc2ccc(S(=O)(=O)Nc3cc(C)nc(C)n3)cc2)c(Br)c1 | -9.4%
COc1ccc(-n2c(SCC(=O)NC3CCCCC3)nc3c([nH]c4ccccc43)c2=O)cc1 | -1.0%
COc1cc(C2CC(=O)Nc3cc4c(cc32)OCCO4)cc(OC)c1O (configuration not stated) | -11.7%
Cc1ccc(Cl)cc1N1CCN(C(=O)c2cc(S(=O)(=O)N3CCCCCC3)cn2C)CC1 | 22.0%
Cc1ccc(C)c(NC(=O)c2oc(=O)c3ccccc3c2-c2ccccc2)c1 | 14.9%
O=C(Nc1cccc(C(=O)O)c1)/C(=C\c1ccccc1)NC(=O)c1ccccc1 | -3.7%
COc1ccc(CC(=O)NC2CCSc3ccccc32)c(OC)c1 (configuration not stated) | -6.2%
CC(=O)c1cccc(NC(=O)C2CCN(S(=O)(=O)c3ccc4c(c3)CCCN4C(C)=O)CC2)c1 | 0.2%
O=c1oc2ccc(NS(=O)(=O)c3cccc4cccnc34)cc2s1 | -9.1%
Cc1ccc(C)c(C(=O)CSc2nc(-c3ccccc3)nc3c2CCCC3)c1 | 2.2%
COc1ccc2oc(C(=O)Nc3nc4ccccc4[nH]3)c(C)c2c1 | -6.9%
O=C(CCCN1C(=O)C(c2ccccc2)Oc2cccnc21)Nc1ccccc1C(F)(F)F (configuration not stated) | -8.0%
O=S(=O)(c1ccc(Cl)cc1)c1nc(-c2ccco2)oc1N1CCOCC1 | 7.6%
O=C1C(=O)N(c2ccc(O)cc2)C(c2ccccc2[N+](=O)[O-])/C1=C(\O)c1ccccc1 (configuration not stated) | 2.5%
COc1cccc2ccc(CC(O)(c3ccccc3)c3ccccc3)nc12 | -2.4%
COc1ccc(-n2nc3c(c2NC(=O)C(=O)NCc2ccccc2)CSC3)cc1 | 4.8%
CC(CC(=O)N1CCN(c2ccc(C(F)(F)F)cn2)CC1)n1ccnc1 (configuration not stated) | -9.6%
Cc1ccc(-n2nnc3c(=O)n(CC(=O)N4CCOCC4)cnc32)cc1 | -4.6%
COC(=O)c1sccc1S(=O)(=O)N(CC(=O)NCc1ccccc1)c1ccc(C)c(C)c1 | 1.2%
CC(C)CN(C(=O)COC(=O)CN1C(=O)c2ccccc2C1=O)c1c(N)n(Cc2ccccc2)c(=O)[nH]c1=O | 4.5%
CCNC(=O)COc1ccc(/C=C2\COc3ccccc3C2=O)cc1OC | ?
O=S(=O)(c1ccccc1)c1nnn2c1nc(NC1CCCCC1)c1sccc12 | -8.4%
Cc1cccc(CN2CCC(CNC(=O)Cn3ncc4c([nH]c5ccc(C)cc54)c3=O)CC2)c1 | -2.9%
Cc1cc(Br)cc(C=Nc2ccc(N3CCOCC3)cc2)c1O | -3.1%
CCOc1ccc(N2C(=O)C(CC(=O)Nc3ccc(F)cc3)N(Cc3ccccn3)C2=S)cc1 (configuration not stated) | 11.1%
O=C(NC1(C(F)(F)F)C(=O)Nc2c1c(=O)[nH]c(=O)n2-c1ccccc1)c1ccccc1 (configuration not stated) | -2.0%
Cc1[nH]c2ccccc2c1C(=O)C(=O)NC1CC(=O)N(c2ccccc2)C1 (configuration not stated) | -2.3%
CCc1ccc(-n2c(=O)c3sc4ccccc4c3n(CC(=O)NC3CCCC3)c2=O)cc1 | 1.9%
CSc1ccc(S(=O)(=O)NCC(=O)OCCOc2ccccc2)cc1[N+](=O)[O-] | -2.2%
COc1ccccc1NC(=O)CSc1nnc(NC(=O)Nc2ccc(C)cc2)s1 | 2.5%
Cc1cccc(CNC(=O)c2cc3cc(S(=O)(=O)N4CCCCC4)ccc3n2C)c1 | 6.8%
Cc1cccc(N2CCN(C(=O)CCc3c(C)nc4c(c3C)c(=O)n(C)c(=O)n4C)CC2)c1C | 7.4%
CCOc1ccccc1CNCc1c(C(=O)O)c(C)n(Cc2ccc(C)cc2)c1C | -6.3%
COC(=O)c1c(NC(=O)c2ccc(C(C)(C)C)cc2)sc2c1CCC(C)C2 (configuration not stated) | -3.8%
Cc1ccc(S(=O)(=O)NC(C)C(=O)OCC(=O)Nc2sccc2C(N)=O)cc1 (configuration not stated) | 8.3%
CCOc1ccc(-n2nc3ccc(NC(=O)c4ccc(OC)c(Cl)c4)cc3n2)cc1 | -3.1%
COc1ccc(S(=O)(=O)NCCc2sc(-c3cccc(F)c3)nc2C)cc1 | ?
COc1ccc(OC)c(NC(=O)Cn2cnc3sc(C)c(S(=O)(=O)N4CCN(c5ccccc5OC)CC4)c3c2=O)c1 | 3.8%

# Next part:
smiles | aSyn yeast rescue
Cc1ccc(C(=O)NCC(=O)OCCCOC(=O)CNC(=O)c2ccc(C)cc2)cc1 | -38.0%[inhibitor]
CCCN(C(=O)CCc1nc(-c2ccc(C)cc2)no1)c1ccc(OCC)cc1 | 0.5%
CCOC(=O)C1CCCN(C(=O)Cn2nc(Cc3cccnc3)c3ccccc3c2=O)C1 (configuration not stated) | -0.7%
Cc1ccc(S(=O)(=O)Nc2cc(C)cn(Cc3ccc(F)cc3)c2=O)cc1 | 4.0%
CCN(CC)C(=O)c1sc(NC(=O)C(C)Sc2nc(-c3ccccc3)cc(C(F)(F)F)n2)c(C(=O)OC)c1C (configuration not stated) | 3.0%
COc1cc2ccccc2cc1C(=O)N1CCN(c2nc3c(F)cccc3s2)CC1 | -24.5%
CCc1cccc(NC(=O)c2cc(-c3ccccc3)n[nH]2)c1 | -15.1%
C[C@@H]1CN([C@H](C)CO)S(=O)(=O)c2ccc(Br)cc2O[C@H]1CN(C)C(=O)Nc1cccc(F)c1 | 6.1%
Cc1[nH]cnc1C(=O)N/N=C/c1c(Cl)cccc1Cl | 0.2%
Cc1cccc(NS(=O)(=O)c2ccc(C)c(C(=O)NCc3ccccn3)c2)c1 | -3.0%
Oc1ccccc1-c1nc2cnccn2c1Nc1ccc(Cl)cc1 | ?
CNC(=O)COC(=O)c1c2c(nc3ccccc13)CCC2 | 0.3%
COc1ccc(S(=O)(=O)N2CCC(n3c(C(F)(F)F)nc4cccnc43)CC2)cc1OC | 1.5%
CC(C)Oc1ccc(C(=O)N2CCCCC2CCN2CCCCC2)cc1 (configuration not stated) | 5.1%
N#Cc1nc(-c2ccc(COc3ccccc3)o2)oc1N1CCCCC1 | 11.2%
O=S(=O)(c1cccc(F)c1)N1CCC(Oc2ccc(-n3cnnn3)cc2)CC1 | 1.5%
COc1cccc(NC(=S)N(CCCN2CCCC2)Cc2cccn2Cc2ccc(Cl)cc2)c1 | 6.6%
CC(C)(C)OC(=O)N1CCC(c2c(C(=O)N3CCCCC3)cnn2-c2ccc(F)cc2F)CC1 | -1.2%
Cc1ccc2oc(C(=O)Nc3cccc(-c4nc5ccccc5s4)c3)c(C)c2c1 | -5.4%
Nc1ccc2nc(-c3ccc(O)cc3)sc2c1 | -44.8%[inhibitor]
COc1ccc(-c2nc(CN3CCC(C(=O)NCCN(CC(C)C)CC(C)C)CC3)c(C)o2)cc1OC | -1.4%
CCN(CC)S(=O)(=O)c1cccc(NC(=O)c2ccccc2Br)c1 | -9.3%
CCc1ccc(NC(=O)CSc2nc(C)c(C(=O)Nc3ccccc3)c(-c3ccc(OC)c(OC)c3)c2C#N)cc1 | -1.3%
CCCC(=O)O/N=C(\c1ccccc1)c1ccncc1 | ?
Nc1nc(N)c(N=Nc2ccc(C(=O)O)cc2)c(N)n1 | 1.2%
Cc1ccccc1OCc1nc2ccccc2c(=O)n1/N=C/c1c[nH]c2ccccc12 | -3.7%
Cn1c(SCc2ccccc2)nnc1-c1ccc2nonc2c1 | 2.8%
COc1ccccc1CN(C)C(=O)c1cc2ccccc2o1 | 28.9%
CC(=O)c1cccc(NC(=O)CCCSc2ccccc2)c1 | -2.4%
CCC(CC)C(=O)Nc1cc(-c2cccc(C)c2)nn1-c1ccccc1 | -1.8%
Cc1cccc(CN2C(=O)c3ccccc3S(=O)(=O)c3ccc(C(=O)OCC4CCCO4)cc32)c1 (configuration not stated) | 7.2%
CCOC(=O)c1c(C)[nH]c(C)c1S(=O)(=O)NCC(=O)Nc1cccc(C#N)c1 | -6.8%
COc1ccc(S(=O)(=O)N2CCN(Cc3nc4ccc(C)cc4o3)CC2)cc1Cl | 11.9%
Cc1ccccc1CNC(=O)CSc1nnc(C)c2c(C)n(-c3ccccc3)nc12 | -6.8%
COC(=O)c1sccc1NC(=O)C1CC(C)=C(C)CC1C(=O)O (configuration not stated) | 27.3%
COc1ccc(Cn2c(=O)c3ccccc3n3c(-c4ccc(C)cc4)nnc23)cc1 | 0.7%
COCc1cc(C)nc2sc3c(c12)NC(c1ccc(O)cc1)N(c1ccc(OC)cc1)C3=O (configuration not stated) | 1.7%
Cc1c(-c2nc(-c3ccc4c(c3)OCO4)no2)nnn1-c1ccc(C(C)C)cc1 | 3.1%
COc1cc2[nH]c(=O)n(CCCC(=O)NCc3ccccc3)c(=O)c2cc1OC | -7.0%
COc1ccc(C2c3c(n(C)c4ccccc34)C(=O)N2CC(=O)Nc2cccc(F)c2)cc1 (configuration not stated) | 3.8%

# 4 compounds from above, arranged by length of the SMILES, lowest first.
smiles | aSyn yeast rescue
COc1cc2[nH]c(=O)n(CCCC(=O)NCc3ccccc3)c(=O)c2cc1OC | -7.0%
COc1ccc(Cn2c(=O)c3ccccc3n3c(-c4ccc(C)cc4)nnc23)cc1 | 0.7%
Cc1c(-c2nc(-c3ccc4c(c3)OCO4)no2)nnn1-c1ccc(C(C)C)cc1 | 3.1%
Cc1cccc(CN2C(=O)c3ccccc3S(=O)(=O)c3ccc(C(=O)OCC4CCCO4)cc32)c1 (configuration not stated) | 7.2%

# Next compounds:
smiles | aSyn yeast rescue
COc1cccc(C(=O)NCCS(=O)(=O)NCC2CCCO2)c1 (configuration not stated) | -6.7%
CCOC(=O)COc1cc(=O)n(CC)c2ccccc12 | 4.9%
Cc1ccc(C(=O)NC2(C(F)(F)F)C(=O)Nc3c2c(=O)[nH]c(=O)n3CCc2ccccc2)cc1 (configuration not stated) | -2.7%
CC1CCN(S(=O)(=O)c2cn(CC(=O)Nc3ccc(F)c(Cl)c3)c(=O)c3ccccc23)CC1 | 3.0%
Cc1ccc2c(c1)C(c1ccncc1)=NNC(c1ccc(F)cc1)=N2 | 14.5%
O=C1CC(=O)Nc2cc(S(=O)(=O)N3CCOc4ccccc43)ccc2N1 | -4.1%&1.0%
CC1CCC(N(CCCN)Cc2ccco2)CC1C (configuration not stated) | -0.6%
Cc1ccccc1-c1nnc(CN2CCN(c3cccc(C)c3C)CC2)o1 | 4.9%
COCCCN1C(=O)C(CC(=O)NCc2cccc3ccccc23)CC(C(=O)N(C)C)=C1C (configuration not stated) | -1.1%
CCCCN(C)CCCNC(=O)Cn1nc(CC)n2c(cc3sc(C)cc32)c1=O | 3.7%
COc1ccc(C(=O)Nc2nc3c(s2)Cc2cc(OC)ccc2-3)cc1 | -5.5%
COC(=O)c1ccc(CSc2nc3c(c(=O)n2-c2ccc(C)cc2)SCC3)o1 | 1.3%
CCOc1ccccc1CNC(=O)c1ccc2c(c1)N(CC)CCS2 | -1.2%&18.7%
CN(C)C(=O)c1nnsc1Sc1ccc(Cl)cc1 | 2.6%
CN(C)C(=O)CSc1n[nH]c(=O)n1CCc1ccccc1 | 11.8%
CCOc1ccc(C2C(C(N)=O)=C(C)Nc3nc(-c4ccc(OC)cc4)nn32)cc1 (configuration not stated) | -3.9%
CC(C)c1ccc(CN(Cc2ccco2)c2cnc(S(C)(=O)=O)nc2C(=O)Nc2ccc(F)cc2)cc1 | 0.1%
O=c1c2ccccc2cnn1-c1ccc(Cl)nn1 | -1.1%
CCc1ccc(NC(=O)CNC(=O)Cn2c(C)cc3ccccc3c2=O)cc1 | -1.0%
CN(C)/C=C/C(=O)Oc1ccc(Cl)cc1Cl | 6.1%
Cc1ccn2cc(CCNS(=O)(=O)c3ccc([N+](=O)[O-])cc3)nc2c1 | 1.1%
COc1ccc(C)cc1NC(=O)Cn1c(=O)oc2cc(S(=O)(=O)N3CCCCC3)ccc21 | -0.6%
Cc1nc(NC(=O)c2ccccc2)sc1-c1cc(C(=O)O)nn1Cc1ccccc1 | 4.0%
CC(NC(=O)C12CC3CC(CC(O)(C3)C1)C2)c1ccc(Cl)cc1Cl (configuration not stated) | -4.8%
COc1ccc(NS(=O)(=O)c2ccc3c(c2)CCCN3C(=O)C2CCC2)cc1OC | -56.4%[inhibitor]
CN(C)S(=O)(=O)N(CC(=O)NCCSCc1ccccc1Cl)c1ccccc1 | -2.7%
